# Rab2A wt mod: changes GTP binding to wildtype dog Rab2A, up or down | GTP binding activity, % at 10 µM | AID 760 | GST-Rab2 wt beads, Bodipy-GTP binding, flow cytometry | P61105 | hit rate 0.19% among 190,000;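 active = GTP binding activity at least 20 points away from 100%, either lowered or raised; inconclusive = signal likely due to the compound's own green fluorescence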;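 also: 0% = beads with excess unlabeled GTP and 100% = no-compound control corrected for plate trend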
# Bim-Bcl-W: inhibitors of Bim-Bcl-W interaction, human; Q92843; bead-based flow cytometry, Bim peptide-Bcl-W binding; inhibition, % at 10 µM; hit rate 0.02% among 190,000;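 also: 0% = bound tracer without compound and 100% = peptide blocker; higher means less fluorescent Bim peptide bound to Bcl-W beads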
# Target sequence (Q92843 whole entry, looked up): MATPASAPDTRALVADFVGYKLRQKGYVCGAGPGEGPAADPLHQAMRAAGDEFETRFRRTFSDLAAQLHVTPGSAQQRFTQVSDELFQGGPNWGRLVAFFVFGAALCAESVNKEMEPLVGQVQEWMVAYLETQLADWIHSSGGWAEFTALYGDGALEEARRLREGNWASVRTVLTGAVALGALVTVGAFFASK
# Bcl-B Bim block: inhibitors of Bim-Bcl-B interaction, human. inhibition, % at 10 µM. Q9HD36. bead-based flow cytometry, Bim peptide-Bcl-B binding. hit rate 0.073% among 190,000. AID 951;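 also: 0% = tracer peptide without compound and 100% = reference inhibitor peptide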
# Bim-Bfl-1: disrupts Bim binding to human Bfl-1 | Q16548 | Bead-based flow cytometry, Bim-Bfl-1 binding inhibition | inhibition, % at 10 µM | hit rate 0.12% among 190,000;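 also: 0% = wells without compound plus tracer and 100% = blocker peptide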
# Bim-Bcl-2: inhibitors of Bim-Bcl-2 interaction, human | Bead-based flow cytometry, Bim peptide-Bcl-2 binding | inhibition, % at 10 µM | hit rate 0.06% among 190,000 | AID 950; in the data active = inhibition above about 40%; inconclusive = no clear call, values can overlap the other calls;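 also: 0% = no compound wells with probe peptide and 100% = reference peptide inhibitor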
# Target sequence (P10415 whole entry, looked up): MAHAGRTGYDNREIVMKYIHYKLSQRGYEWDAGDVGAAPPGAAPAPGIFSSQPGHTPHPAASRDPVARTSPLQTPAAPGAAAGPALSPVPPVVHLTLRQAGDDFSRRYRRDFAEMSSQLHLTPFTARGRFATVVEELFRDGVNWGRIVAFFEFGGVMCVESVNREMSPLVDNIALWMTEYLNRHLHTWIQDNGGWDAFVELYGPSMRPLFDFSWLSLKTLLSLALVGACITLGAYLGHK
# Bcl-XL Bim block: human Bim-Bcl-XL interaction inhibition; Q07817; Bim peptide-Bcl-XL binding, bead flow cytometry, fluorescence; inhibition, % at 10 µM; hit rate 0.04% among 190,000
# Rac1 act GTP bind: modulators of GTP binding to human Rac1 activated mutant; P63000; GST-Rac1 activated beads, fluorescent GTP binding, flow cytometry; actives lie on both sides; 100% means binding = to untreated wells; percent activity (GTP binding), % at 10 µM; hit rate 0.11% among 190,000; AID 764;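 active = GTP binding at least 20 percentage points away from the 100% baseline, in either direction, so actives lie on both sides; inconclusive = Compound likely fluorescent itself, or too few beads counted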
# Rac1 wt GTP bind: alters GTP binding to wildtype human Rac1. GST-Rac1 beads, fluorescent GTP binding, flow cytometry; actives lie on both sides; 0 = cold GTP competed, 100 = untreated. GTP binding activity (% of control), % at 10 µM. hit rate 0.27% among 190,000;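 active = GTP binding activity at least 20 points away from the 100% control level, either lower or higher; inconclusive = compound flagged as likely green fluorescent, judged across all proteins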
# HRas wt GTP bind: changes GTP binding to wildtype human HRas; P01112; GST-Ras wt beads, Bodipy-FL-GTP binding, flow cytometry; actives lie on both sides; GTP binding activity, % at 10 µM; hit rate 0.14% among 190,000; AID 759;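 active = GTP binding activity at least 20% away from the 100% baseline, either lowered as inhibitor or raised as activator; inconclusive = flagged as likely green fluorescent, judged across all proteins in the well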;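 also: 0% = unlabeled GTP competition control and 100% = no-compound control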
# Target sequence (P01112 whole entry, looked up): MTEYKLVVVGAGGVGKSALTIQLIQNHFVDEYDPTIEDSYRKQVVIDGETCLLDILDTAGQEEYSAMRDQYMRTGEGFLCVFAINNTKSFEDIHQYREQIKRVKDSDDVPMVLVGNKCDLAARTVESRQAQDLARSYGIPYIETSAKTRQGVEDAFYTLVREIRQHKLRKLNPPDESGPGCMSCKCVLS
# Cdc42 wt GTP: changes GTP binding to wildtype human Cdc42. hit rate 0.2% among 190,000. percent activity (GTP binding), % at 10 µM. AID 761. P60953. GST-Cdc42 beads, Bodipy-GTP binding, flow cytometry; actives lie on both sides;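 active = percent activity GTP binding at least 20 points away from the 100% baseline, either down as inhibitor or up as activator; inconclusive = compound flagged as likely green fluorescent from well-wide comparison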;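 also: median bead fluorescence of bound Bodipy-FL-GTP at 100 nM; 0% = excess unlabeled GTP control and 100% = no compound control; below 100% means less GTP binding so inhibitor and above means activator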
# Target sequence (P60953 whole entry, looked up): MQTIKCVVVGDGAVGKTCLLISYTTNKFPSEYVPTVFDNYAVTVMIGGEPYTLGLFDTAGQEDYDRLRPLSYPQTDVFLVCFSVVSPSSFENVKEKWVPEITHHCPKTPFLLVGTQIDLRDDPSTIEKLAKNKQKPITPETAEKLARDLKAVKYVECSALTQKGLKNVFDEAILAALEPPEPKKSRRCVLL
# Rab7 wt modul: modulators of GTP binding to dog Rab7 wildtype GTPase; GST-Rab7 beads, fluorescent GTP binding, flow cytometry; actives lie on both sides; untreated = 100%, excess cold GTP = 0%; GTP binding activity (percent of control), % at 10 µM; hit rate 0.055% among 190,000; AID 758;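 active = fluorescent GTP binding to Rab7 beads changed by at least 20 points from the 100% baseline, either direction, mostly lower; inconclusive = compound itself probably fluorescent, or too few beads counted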;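 also: median green fluorescence of bound Bodipy-FL-GTP per Rab7 bead population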
# The depositor's hits bear a star; ? = inconclusive; & = joins results of further samples. Rule as the data show it, unless noted: active = inhibition above about 40%.
SMILES,Rab2A wt mod,Bim-Bcl-W,Bcl-B Bim block,Bim-Bfl-1,Bim-Bcl-2,Bcl-XL Bim block,Rac1 act GTP bind,Rac1 wt GTP bind,HRas wt GTP bind,Cdc42 wt GTP,Rab7 wt modul
Cc1nn(-c2ccccc2)cc1C(c1c(N)[nH]c(=S)[nH]c1=O)c1c(N)[nH]c(=S)[nH]c1=O,96,-5,-11,-1,-1,-6,92,97,94,93,100
CCN(CC)c1ccc(/C=N/N=C(c2ccccc2)c2ccccc2)c(O)c1,106,-2,-6,0,1,0,105,107,104,105,104
COc1ccccc1CNC(=O)c1ccc(N2CCOCC2)c([N+](=O)[O-])c1,97,-1,-1,-5,-1,-2,93,96,93,97,95
COc1ccc(NC(=O)CCC2CCCCC2)cc1S(=O)(=O)N1CCCCC1,98,4,5,0,3,3,96,100,96,99,99
CCCCn1c(-c2ccncc2)nc2c1c(=O)[nH]c(=O)n2CC(C)C,102,-1,-6,-4,-1,-2,99,105,103,102,97
Cc1ccc(CNC(=O)C(C)OC(=O)c2ccco2)cc1 (stereo not given),101,-2,-5,0,0,-1,103,105,101,103,97
Cc1ccc(S(=O)(=O)c2c(N)n(NC(=O)C3CC3)c3nc4ccccc4nc23)cc1,102,1,-2,0,0,1,99,101,101,104,99
COc1ccc(C2=NO[C@@H]3[C@@H]4C[C@@H]([C@H]5C(=O)N(C)C(=O)[C@@H]45)[C@H]23)cc1,102,-2,0,-10,-9,-7,103,107,100,103,99
Cc1ccc(S(=O)(=O)N2CCCCC2)cc1NS(=O)(=O)c1cccc(C(=O)O)c1,100,1,-7,-14,-19,0,96,101,98,99,97
COc1ccc(-c2noc(CCCC(=O)NCc3ccco3)n2)cc1OC,100,2,3,5,-2,0,99,102,99,102,101
COc1ccc(C(=O)c2ccc(N3CCOCC3)c([N+](=O)[O-])c2)cc1,98,1,-7,-3,3,0,94,101,96,97,104
O=C1CCCN1CCCNc1ncnc2c1cnn2-c1ccc(Cl)cc1,96,0,-8,-13,-14,-3,101,106,101,97,103
O=C(Nc1ccc(N2CCOCC2)cc1N1CCOCC1)c1ccc([N+](=O)[O-])cc1,103,-5,-8,-18,-10,-6,99,104,101,102,104
CCOC(=O)Cn1c(=N)n(Cc2ccccc2)c2ccccc21,100,0,-3,0,-1,-1,102,105,102,104,94
O=C(CN1CCCC1)Nc1ccccc1Sc1ccccc1,100,0,-4,-4,0,0,96,100,98,99,104
O=C1CCN(S(=O)(=O)c2ccccc2)C2CCCCC12 (stereo not given),100,-6,-8,-3,-1,-6,97,99,102,100,103
Cc1ccc(C(=O)c2c(C)oc3c2C(=O)C(=O)c2ccccc2-3)cc1,97,0,0,0,0,0,97,99,97,98,98
COc1ccc(OCc2ccc(C(=O)O)cc2)cc1,96,0,-7,-10,-6,-4,95,99,99,100,97
O=C(O)CC(=O)NC12CC3CC(CC(C3)C1)C2,103&100,0&7,-7&7,-14&4,-3&2,-2&4,98&103,102&103,105&104,101&105,102&98
Cc1c(Cl)cccc1NC(=O)C1CCN(S(C)(=O)=O)CC1,94,-4,1,1,-2,-4,92,95,96,97,94
COC(=O)CC1C(=O)NCCN1C(=S)Nc1ccccc1 (stereo not given),99,-2,-9,-1,-5,-9,97,99,98,98,98
CCOc1ccc(-c2nnn(CC(=O)NCc3ccc(C)cc3)n2)cc1,101,-1,-3,-5,-1,-3,99,101,99,99,103
O=C(Cn1cc2c(n1)CCCCC2)NCc1ccccn1,102,0,-7,-14,-9,-5,97,104,102,100,99
NC(=O)CC[C@@H]1NC(=O)[C@@H]2CCCN2C(=O)c2cc([N+](=O)[O-])cc(I)c2NCCC[C@@H](C(N)=O)NC1=O,99,-2,-8,-1,-3,-5,98,102,100,102,92
CCC(CC)C(=O)Nc1ccccc1-n1cccc1,98,5,0,0,2,0,95,97,98,100,95
COc1ccccc1N1CCN(C(=O)CN(C)S(=O)(=O)c2ccc3c(c2)c(=O)n(C)c(=O)n3C)CC1,94,-2,-1,-4,0,0,94,93,91,93,102
C1CCC(Nc2nc3nonc3nc2N2CCSCC2)C1,98,-1,-2,-5,-2,-4,96,100,97,99,95
CCn1c2ccccc2c2cc(NC(=O)c3cccc([N+](=O)[O-])c3C)ccc21,98,-4,-8,-4,-7,-9,99,104,100,99,99
Cc1ccc(C)c(NC(=S)N(C)CCO)c1,101,-2,-4,-8,-3,0,99,101,99,100,99
COCCNc1cc(N)c([N+](=O)[O-])cc1[N+](=O)[O-],98,0,-2,1,3,-1,99,101,99,102,100
Cc1ccc(NC(=O)CC(=O)c2ccc([N+](=O)[O-])cc2)cc1S(=O)(=O)Nc1cccc(Cl)c1,90,1,0,-2,-1,0,87,93,92,89,91
CNc1nc(NCCOC23CC4CC(CC(C4)C2)C3)nc(OCC(F)(F)F)n1,102,0,0,0,-3,0,97,99,103,102,98
CCOC(=O)c1cccc(NC(=O)/C=C/c2cccc([N+](=O)[O-])c2)c1,100,0,-8,-15,-10,-6,100,106,100,98,101
Cc1ccc(/C=C/C(=O)Nc2cccnc2)o1,100,-4,-26,13,4,-5,100,104,99,100,99
COc1nc(N/N=C/c2ccc(C)cc2)nc(N2CCCCC2)n1,101,-4,-9,-13,-13,-9,101,99,101,102,97
S=c1[nH]nc(COc2ccccc2)n1/N=C/C=C/c1ccccc1,95,-7,-42,-10,-7,-13,95,99,99,96,99
Cc1sc(-c2ccncc2)nc1OC(=O)c1ccc(F)cc1F,95,2,-5,-7,-3,3,95,96,95,92,94
CCOc1ccc(S(=O)(=O)NCCOC)cc1C,102,1,-11,-8,-10,-4,100,107,103,103,101
CCCCn1c(O)c(/C=C/C=C/C=Nc2ccccc2)sc1=S,88,4,-4,16,17,7,78*,84,83,85,93
CCCCCn1c(=O)[nH]c2cc(C(=O)NCCN(CC)CC)ccc2c1=O,100,0,-11,-10,-13,-4,101,107,102,102,99
CC(=O)Nc1ccc(S(=O)(=O)NC2(C(F)(F)F)NC(=O)N(c3ccccc3F)C2=O)cc1 (stereo not given),102,-2,-2,0,-2,-1,100,107,103,99,101
COc1cc2[nH]c(=O)c(C(=O)NCCCN3CCOCC3)c(O)c2cc1OC,99,1,-7,-3,0,-5,96,99,96,102,96
Cc1cccc(C(=O)N2CCC(n3nnc4cc(F)ccc43)CC2)c1,102,-2,-8,-12,-7,-7,101,108,102,104,102
O=C(C1CCN(S(=O)(=O)c2cccc3cccnc23)CC1)N1CCCC1,96,0,-4,-7,-9,-2,96,93,96,94,94
O=[N+]([O-])c1ccc(/C=N/N2CCN(c3ccncc3S(=O)(=O)N3CCCCC3)CC2)cc1,93,-6,-6,2,-1,-9,98,102,98,97,99
Cc1nc2ccccc2n1/C(=N\S(=O)(=O)c1ccccc1)c1ccccc1,102,-3,-5,-3,0,-7,101,107,101,105,101
Cc1ccc(NC(=O)COC(=O)c2cccnc2Cl)cc1S(=O)(=O)N1CCCCC1,96,-2,-5,-4,-3,0,93,95,96,96,94
COc1ccc(C(=O)C(CCC(CNC(C)(C)C)C(=O)c2ccc(OC)cc2)CNC(C)(C)C)cc1 (stereo not given),98,-1,-7,2,-2,-3,96,103,97,102,97
O=C(COC(=O)c1ccccc1NC(=O)c1ccco1)NC1CCS(=O)(=O)C1 (stereo not given),?,0,-1,-6,-1,0,?,?,?,?,?
Cc1noc(NS(=O)(=O)c2ccc(NC(=O)c3ccc(OC(C)C)cc3)cc2)c1C,91,-3,-2,-4,-2,-3,91,97,93,94,92
O=C(CCCCCn1c(SCC(=O)c2ccccc2)nc2ccccc2c1=O)NCc1ccco1,105,5,0,-3,2,5,101,106,103,104,106
O=C(c1ccccc1)c1ccccn1,100,-6,-5,-6,0,-4,94,102,100,102,99
COC(=O)CN(c1cccc(OC)c1)S(C)(=O)=O,103,-2,-8,0,-5,-5,100,104,102,104,100
O=C(CCc1nnc(-c2ccc3c(c2)OCO3)o1)N1CCC(c2ccc(F)cc2)C1 (stereo not given),82,-2,-3,-6,-1,-1,79*,88,87,81,96
CC1CCCCN1CCCn1c(=S)[nH]c2ccccc2c1=O (stereo not given),99,2,-7,-5,0,0,96,101,102,101,101
O=C(NC(=S)NCC1CCCO1)c1ccc(Cl)cc1 (stereo not given),99,-3,-4,-8,-2,-3,99,103,99,101,103

# 12 structures already listed, ordered by length of the SMILES, smallest number first.
SMILES,Rab2A wt mod,Bim-Bcl-W,Bcl-B Bim block,Bim-Bfl-1,Bim-Bcl-2,Bcl-XL Bim block,Rac1 act GTP bind,Rac1 wt GTP bind,HRas wt GTP bind,Cdc42 wt GTP,Rab7 wt modul
O=C(c1ccccc1)c1ccccn1,100,-6,-5,-6,0,-4,94,102,100,102,99
O=C(NC(=S)NCC1CCCO1)c1ccc(Cl)cc1 (stereo not given),99,-3,-4,-8,-2,-3,99,103,99,101,103
COC(=O)CN(c1cccc(OC)c1)S(C)(=O)=O,103,-2,-8,0,-5,-5,100,104,102,104,100
CC1CCCCN1CCCn1c(=S)[nH]c2ccccc2c1=O (stereo not given),99,2,-7,-5,0,0,96,101,102,101,101
Cc1cccc(C(=O)N2CCC(n3nnc4cc(F)ccc43)CC2)c1,102,-2,-8,-12,-7,-7,101,108,102,104,102
O=C(C1CCN(S(=O)(=O)c2cccc3cccnc23)CC1)N1CCCC1,96,0,-4,-7,-9,-2,96,93,96,94,94
Cc1nc2ccccc2n1/C(=N\S(=O)(=O)c1ccccc1)c1ccccc1,102,-3,-5,-3,0,-7,101,107,101,105,101
COc1cc2[nH]c(=O)c(C(=O)NCCCN3CCOCC3)c(O)c2cc1OC,99,1,-7,-3,0,-5,96,99,96,102,96
Cc1ccc(NC(=O)COC(=O)c2cccnc2Cl)cc1S(=O)(=O)N1CCCCC1,96,-2,-5,-4,-3,0,93,95,96,96,94
O=C(CCCCCn1c(SCC(=O)c2ccccc2)nc2ccccc2c1=O)NCc1ccco1,105,5,0,-3,2,5,101,106,103,104,106
Cc1noc(NS(=O)(=O)c2ccc(NC(=O)c3ccc(OC(C)C)cc3)cc2)c1C,91,-3,-2,-4,-2,-3,91,97,93,94,92
COc1ccc(C(=O)C(CCC(CNC(C)(C)C)C(=O)c2ccc(OC)cc2)CNC(C)(C)C)cc1 (stereo not given),98,-1,-7,2,-2,-3,96,103,97,102,97
